Screens deposited in PubChem by several laboratories.
Rad51 HR inh: blocks human Rad51 in homologous recombination | hRad51 DNA strand exchange, fluorescence dequenching | actives 0.085% (n = 200,000) | inhibition, % at 10 µM | Q06609;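 active means inhibition above 40% at the single screening dose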;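 further: 0% = DMSO control wells and 100% = blanks with heterologous ssDNA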
Target sequence (Q06609 whole entry, looked up): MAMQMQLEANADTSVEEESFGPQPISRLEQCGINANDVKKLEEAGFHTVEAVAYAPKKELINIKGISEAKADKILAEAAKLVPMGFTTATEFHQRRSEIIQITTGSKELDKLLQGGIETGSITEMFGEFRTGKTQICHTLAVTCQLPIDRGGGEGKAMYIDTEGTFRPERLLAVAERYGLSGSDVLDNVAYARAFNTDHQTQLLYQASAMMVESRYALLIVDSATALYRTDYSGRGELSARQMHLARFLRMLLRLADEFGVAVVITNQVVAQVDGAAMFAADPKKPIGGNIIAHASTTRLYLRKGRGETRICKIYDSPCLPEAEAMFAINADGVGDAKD
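material = hRad51 filaments on single-stranded DNA | reagent = Donor/quencher-labelled 47-bp dsDNA substrate | compound = 10 µM final, single point | schedule = strand-exchange reaction 15 min at room temperature | measured by = fluorescein emission 520 nm, excitation 485 nm | read-out basis = % inhibition versus plate control and blank means | benchmarks = plate controls and plate blanks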
EP2 antag: blocks the human prostaglandin E2 receptor EP2; P43116; C6 glioma cells expressing human EP2, cAMP TR-FRET; cells stimulated with saturating PGE2; inhibition, % at 25 µM; actives 0.52% (n = 260,000);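 active means percent inhibition above 40 after rounding to a whole number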;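 further: rat C6 glioma host cells with rolipram phosphodiesterase inhibitor present; the protocol text gives 20 µM as final concentration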
EP2 modulator: EP2 receptor (human) modulation; EP2-expressing cells, cAMP HTRF FRET, PGE2 co-stimulation; AID 940; actives 0.83% (n = 260,000); induction, % at 25 µM;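 active means compounds whose cAMP rise, as percent of the full-agonist control response, exceeds 60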;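 further: rat C6 glioma line stably carrying human EP2 under a CMV promoter; the protocol text gives 20 µM as final concentration; 100% = response of wells given 1 µM PGE2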
Starred values were filed as active, the others as inactive; x = no result given; & = joins results of further samples; ! = not confirmed by another sample. The list is partial, so the mix of outcomes need not match the whole.

mol: CCCCCCC/C=C\CCCCCCCCC(=O)O
- Rad51 HR inh = x
- EP2 antag = 10
- EP2 modulator = 94*

mol: Cc1onc(-c2ccccc2Cl)c1C(=O)N[C@@H]1C(=O)N2[C@@H]1SC(C)(C)[C@@H]2C(=O)O
- Rad51 HR inh = x
- EP2 antag = 11
- EP2 modulator = -15

mol: CC[C@]1(O)CC2CN(CCc3c([nH]c4ccccc34)[C@@](C(=O)OC)(c3cc4c(cc3OC)N(C)[C@H]3[C@@](O)(C(=O)OC)[C@H](OC(C)=O)[C@]5(CC)C=CCN6CC[C@]43[C@@H]65)C2)C1 (some centres not stated)
- Rad51 HR inh = x
- EP2 antag = 15
- EP2 modulator = 23

mol: COc1ccc(-c2cc(=O)c3c(O)cc(O[C@@H]4O[C@H](CO[C@H]5O[C@H](C)[C@@H](O)[C@H](O)[C@@H]5O)[C@@H](O)[C@H](O)[C@H]4O)cc3o2)cc1O
- Rad51 HR inh = x
- EP2 antag = 17
- EP2 modulator = 10

mol: Nc1nccs1
- Rad51 HR inh = x
- EP2 antag = 16
- EP2 modulator = -1

mol: CCC[C@H](N[C@@H](C)C(=O)N1[C@H](C(=O)O)C[C@@H]2CCCC[C@@H]21)C(=O)OCC
- Rad51 HR inh = x
- EP2 antag = 12
- EP2 modulator = 22

mol: O=c1cc(-c2ccc(O)cc2)oc2cc(O)ccc12
- Rad51 HR inh = x
- EP2 antag = 13
- EP2 modulator = 5

mol: O=C(Nc1ccc(NC(=O)c2ccco2)cc1)c1cccc(Cl)c1
- Rad51 HR inh = x
- EP2 antag = 6
- EP2 modulator = -35

mol: C=CCSCC=C
- Rad51 HR inh = x
- EP2 antag = 7
- EP2 modulator = 22

mol: C=CC(C)(O)CC/C=C(\C)CCC=C(C)C (configuration not stated)
- Rad51 HR inh = x
- EP2 antag = 16
- EP2 modulator = 15

mol: CC(=O)NCCCCCC(=O)O
- Rad51 HR inh = x
- EP2 antag = 9
- EP2 modulator = 17

mol: COC(=O)C1=CO[C@@H](O[C@@H]2O[C@H](CO)[C@@H](O)[C@H](O)[C@H]2O)[C@@H]2[C@@H](C)[C@@H](O)C[C@H]12
- Rad51 HR inh = x
- EP2 antag = 9
- EP2 modulator = 10

mol: C/C=C\C1=C(C(=O)O)N2C(=O)C(NC(=O)C(N)c3ccc(O)cc3)C2SC1 (configuration not stated)
- Rad51 HR inh = x
- EP2 antag = 11
- EP2 modulator = 24

mol: O=C(Cn1ccnc1[N+](=O)[O-])NCCO
- Rad51 HR inh = x
- EP2 antag = 6
- EP2 modulator = 8

mol: O=C(O)C(O)C(O)C(O)C(O)C(=O)O (configuration not stated)
- Rad51 HR inh = x
- EP2 antag = 11
- EP2 modulator = 21

Entries of single compounds, quoted from the list. Order of screens: Rad51 HR inh | EP2 antag | EP2 modulator
`COC(=O)C1=CO[C@@H](O[C@@H]2O[C@H](CO)[C@@H](O)[C@H](O)[C@H]2O)[C@@H]2[C@@H](C)[C@@H](O)C[C@H]12` across the screens: x | 9 | 10
`CC[C@]1(O)CC2CN(CCc3c([nH]c4ccccc34)[C@@](C(=O)OC)(c3cc4c(cc3OC)N(C)[C@H]3[C@@](O)(C(=O)OC)[C@H](OC(C)=O)[C@]5(CC)C=CCN6CC[C@]43[C@@H]65)C2)C1` (some centres not stated) across the screens: x | 15 | 23
`O=C(Nc1ccc(NC(=O)c2ccco2)cc1)c1cccc(Cl)c1` across the screens: x | 6 | -35

Returning to the listing, repeating the five entries before the break.
mol: CC(=O)NCCCCCC(=O)O
- Rad51 HR inh = x
- EP2 antag = 9
- EP2 modulator = 17

mol: COC(=O)C1=CO[C@@H](O[C@@H]2O[C@H](CO)[C@@H](O)[C@H](O)[C@H]2O)[C@@H]2[C@@H](C)[C@@H](O)C[C@H]12
- Rad51 HR inh = x
- EP2 antag = 9
- EP2 modulator = 10

mol: C/C=C\C1=C(C(=O)O)N2C(=O)C(NC(=O)C(N)c3ccc(O)cc3)C2SC1 (configuration not stated)
- Rad51 HR inh = x
- EP2 antag = 11
- EP2 modulator = 24

mol: O=C(Cn1ccnc1[N+](=O)[O-])NCCO
- Rad51 HR inh = x
- EP2 antag = 6
- EP2 modulator = 8

mol: O=C(O)C(O)C(O)C(O)C(O)C(=O)O (configuration not stated)
- Rad51 HR inh = x
- EP2 antag = 11
- EP2 modulator = 21

mol: CC(Oc1c(Cl)cccc1Cl)C1=NCCN1 (configuration not stated)
- Rad51 HR inh = 13
- EP2 antag = 13
- EP2 modulator = x

mol: NC(=O)NC(CCC(=O)O)C(=O)O (configuration not stated)
- Rad51 HR inh = 9
- EP2 antag = 14
- EP2 modulator = x

mol: C[C@]12CC3CC(N)(C1)C[C@@](C)(C3)C2
- Rad51 HR inh = 3
- EP2 antag = 14
- EP2 modulator = x

mol: CC(C)Cc1ccc([C@H](C)C(=O)O)cc1
- Rad51 HR inh = -1
- EP2 antag = 11&11
- EP2 modulator = 48

mol: CCCOc1ccccc1-c1nc2n[nH]nc2c(=O)[nH]1
- Rad51 HR inh = -6
- EP2 antag = 13&15&7
- EP2 modulator = 0&16

mol: COc1nc(C)nc(Cl)c1NC1=NCCN1
- Rad51 HR inh = 6
- EP2 antag = 15&9
- EP2 modulator = 11

mol: CC(=O)O[C@]1(C(C)=O)CC[C@H]2[C@@H]3C=C(Cl)C4=CC(=O)[C@@H]5C[C@@H]5[C@]4(C)[C@H]3CC[C@@]21C
- Rad51 HR inh = -5
- EP2 antag = 16&12
- EP2 modulator = -10

mol: CN(C)C/C=C(/c1ccc(Br)cc1)c1cccnc1
- Rad51 HR inh = -2
- EP2 antag = 43*!
- EP2 modulator = 1&14
